Screening data (PubChem BioAssay)
p47phox inh: p47phox (human) inhibition. p47phox/p22phox peptide binding, fluorescence polarization, 2 h. inhibition, % at 24.7 µM. actives 0.53% (n = 220,000);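 active means inhibition above about 30%, limit read from the data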;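 further: 0% = p47phox with labelled peptide and 100% = labelled peptide alone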
Target sequence (P14598 whole entry, looked up): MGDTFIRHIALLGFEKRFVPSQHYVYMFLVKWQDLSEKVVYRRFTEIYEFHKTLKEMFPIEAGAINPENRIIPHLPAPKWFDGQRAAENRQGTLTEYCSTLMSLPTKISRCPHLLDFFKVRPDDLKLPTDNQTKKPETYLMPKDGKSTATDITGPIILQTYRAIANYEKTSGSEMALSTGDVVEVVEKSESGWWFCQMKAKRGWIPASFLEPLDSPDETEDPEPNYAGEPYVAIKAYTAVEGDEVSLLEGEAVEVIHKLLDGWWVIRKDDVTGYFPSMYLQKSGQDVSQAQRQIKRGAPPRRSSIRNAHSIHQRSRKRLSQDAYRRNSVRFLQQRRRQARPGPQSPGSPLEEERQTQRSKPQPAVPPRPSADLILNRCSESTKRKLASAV
BaF3 parental: parental Ba/F3 viability inhibition as JAK2V617F counter-screen; CellTiter-Glo ATP luminescence; inhibition, % at 5.6 µM; actives 1.1% (n = 220,000); AID 1486;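 active means inhibition above a per-campaign cutoff, the mean inhibition of all tested compounds plus 3 SD, cut at about 27% in these data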;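 further: 0% = DMSO wells and 100% = JAK Inhibitor I control wells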
RBBP9 inh: inhibitors of human serine hydrolase RBBP9; O75884; recombinant RBBP9, FP-Rh probe fluorescence polarization; inhibition, % at 7.94 µM; actives 0.2% (n = 220,000); AID 1515;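 active means inhibition above the campaign mean of all tested compounds plus 3 SD, cut at about 14% in these data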;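 further: plate controls were DMSO wells with RBBP9 for no effect and wells lacking RBBP9 protein for full effect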
Target sequence (O75884 whole entry, looked up): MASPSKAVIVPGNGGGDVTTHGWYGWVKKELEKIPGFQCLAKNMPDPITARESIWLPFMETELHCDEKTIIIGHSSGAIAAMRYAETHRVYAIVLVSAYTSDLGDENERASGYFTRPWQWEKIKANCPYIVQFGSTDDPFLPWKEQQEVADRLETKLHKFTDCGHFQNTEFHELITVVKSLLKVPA
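Controls: DMSO-treated enzyme wells and wells lacking RBBP9 | Material: RBBP9 protein | Technique: Fluorescence polarization | Replication: Single well per compound, no replicates | Buffer or medium: Tris-NaCl-Pluronic buffer, pH 8.0 | Timing: 30 min compound preincubation, 45 min probe labeling, 25 °C | Read-out basis: Percent inhibition from mP, scaled between DMSO and no-protein wells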
Furin inh: inhibitors of human furin; actives 0.061% (n = 220,000); inhibition, % at 30 µM; purified furin, fluorogenic substrate cleavage; P09958; in the data active means inhibition above about 25%; further: inactives centre near -15
PPC-1+TRAIL kill: PPC-1 cancer cell killing with TRAIL present. cell killing (% activity), % at 4 µM. PPC-1 cells + TRAIL, ATPLite viability luminescence. actives 0.41% (n = 220,000);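 active means cell killing above 50% in the first pass at 4 µM, then a duplicate retest at 5 µM averaging 50% or more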;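 further: plate controls were cells with TRAIL plus DMSO for no effect and medium-only wells lacking cells for full effect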
EP2 antag: inhibitors of human EP2 prostaglandin E2 receptor; C6 glioma cells expressing human EP2, cAMP TR-FRET; cells stimulated with saturating PGE2; inhibition, % at 25 µM; actives 0.52% (n = 260,000); AID 1422;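 active means percent inhibition above 40 after rounding to a whole number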;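 further: rat C6 glioma host cells with rolipram phosphodiesterase inhibitor present; the protocol text gives 20 µM as final concentration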
Target sequence (P43116 whole entry, looked up): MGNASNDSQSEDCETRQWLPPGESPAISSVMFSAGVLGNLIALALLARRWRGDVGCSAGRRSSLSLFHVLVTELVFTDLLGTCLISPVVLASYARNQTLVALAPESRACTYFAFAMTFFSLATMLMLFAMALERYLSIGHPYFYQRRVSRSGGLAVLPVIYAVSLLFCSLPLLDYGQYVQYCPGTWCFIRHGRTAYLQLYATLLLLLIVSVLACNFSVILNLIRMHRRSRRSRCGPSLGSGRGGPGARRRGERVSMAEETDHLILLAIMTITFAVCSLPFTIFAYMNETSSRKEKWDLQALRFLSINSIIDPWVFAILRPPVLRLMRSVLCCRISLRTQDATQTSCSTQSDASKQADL
Ba/F3 V617F tox: reduce viability of Ba/F3 cells dependent on JAK2V617F | actives 1.1% (n = 220,000) | AID 1446 | inhibition, % at 5.6 µM | Ba/F3 EpoR-JAK2V617F viability, ATP luminescence;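 active means inhibition above the campaign mean plus 3 SD over all tested compounds, cut at about 24% in these data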;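 further: cytokine-independent growth of Ba/F3 cells driven by EpoR plus mutant JAK2; 0% = DMSO-treated cells and 100% = JAK inhibitor I control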
p97 ATPase inh: inhibitors of human p97 ATPase; P55072; recombinant p97 ATPase, Kinase-Glo ATP luminescence, 3 h; inhibition, % at 8 µM; actives 0.42% (n = 220,000); in the data active means inhibition above about 15%;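 further: 0% = DMSO vehicle and 100% = wells lacking enzyme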
Tb hexokinase: blocks Trypanosoma brucei hexokinase 1 activity | recombinant TbHK1, G6PDH-coupled NADH A340 | actives 0.11% (n = 220,000) | inhibition, % at 10 µM | AID 1430;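 active means inhibition of 50% or more in the single-dose primary screen; inactive means inhibition below 50%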
Numbers without * were called inactive; · = not tested or not shown; & = joins results of further samples; [ ] = another dose, or the depositor's remark. This is a subset; rates above refer to the full screens.

mol	p47phox inh	BaF3 parental	RBBP9 inh	Furin inh	PPC-1+TRAIL kill	EP2 antag	Ba/F3 V617F tox	p97 ATPase inh	Tb hexokinase
O=C/C(=C\Nc1ccc(Br)cc1)c1nc2ccccc2o1	-20	8	2	-16	10	7	1	3	-15
CC(c1ccccc1)n1cc(C(=O)NCc2ccncc2)nn1 (stereo not given)	-4	0	-13	-11[20 µM]	12	4	-2	3	7
Cc1ccccc1N1OC2C(=O)N(c3ccc(F)cc3)C(=O)C2C1c1ccccn1 (stereo not given)	-5	3	-3	-21[20 µM]	6	2	-4	10	4
N#C/C(=C1\C(=O)Nc2c(Cl)cc(Cl)cc21)c1nnc2n1CCCCC2	-10	0	-10	-30[20 µM]	21	12	-3	1	-10
c1ccc(CSc2ncn(-c3ccccc3)n2)cc1	-15	1	-3	-25	12	10	-4	2	5
CC(=O)c1nnn(-c2nc(N3CCCC3)nc(N(c3ccccc3)c3ccccc3)n2)c1C	-3	3	-1	-27[20 µM]	14	10	-3	1	-2
N/C(=N\OC(=O)c1ccc(F)cc1)c1nonc1N	5	3	-16	-12	-7	8	0	-14	-2
CSC1=NCCN1C(=O)c1cccs1	-5	3	-13	-5	34	16	2	-8	2
O=C(Nc1ccc([N+](=O)[O-])cc1)c1ccccc1F	-11	8	-9	-24	-9	6	1	3	-16
O=c1c(C/C=C/c2ccccc2)c(O)nc2n1CCCS2	-24	3	-7	-28	28	2	0	3	6
Nc1ccc2nc3c(=O)[nH]c(=S)[nH]c3nc2c1	-16	1	2	20	15	10	3	39*	32
COC(=O)c1ccc(NC(=O)Nc2ccc(OC)c(OC)c2)cc1	-7	5	-1	-22	12	14	-2	6	2
C=CCSc1n[nH]c(-c2ccc(OC)cc2)n1	-11	5	-4	-8[20 µM]	37	6	2	2	5
O=C(Cc1ccsc1-c1ccccc1)NO	-11	2	9	-8[20 µM]	7	6	-2	3	0
CCCC(=O)NC(Nc1ccccc1OC)C(Cl)(Cl)Cl (stereo not given)	-9	2	-3	-21[20 µM]	8	6	-1	0	6
CC1Oc2ccccc2OC1(O)c1ccc2ccccc2n1 (stereo not given)	-9	3	-7	-23	-7	5	-4	2	20
COc1cccc(C(=O)C2CCCN(CC3=Cc4cc(OC)ccc4OC3)C2)c1 (stereo not given)	-14	13	7	7	14	8	9	-5	3
COCCNC(=O)Cn1cc2c(n1)CCC(C)C2 (stereo not given)	-11	·	·	-9	32	4	·	·	4
Oc1ccc2oc3c(c2c1C=NCc1ccncc1)CCCC3	-28	0	-15	-8	6	13	4	-1	-13
CC(=O)N1C(=O)C2(Nc3ccccc3N2)c2ccccc21	-7	3	-1	-11[20 µM]	-13	19	-5	4	-26
COc1ccc(-c2nn(-c3ccccc3)cc2/C=C\C(=O)N2CCOCC2)cc1[N+](=O)[O-]	-12	1	-2	-21	21	9	-2	6	-22
Cc1c(Cc2ccccc2)c(=O)oc2c(C)c(OCC(=O)Nc3ccc(C#N)cc3)ccc12	-5	4	-3	-35	-1	9	0	0	-29
Clc1ccc(-n2nnnc2-c2cnc3ccccc3c2-c2ccccc2)cc1	-13	-1	-2	-12	19	16	-4	4	0
CC(OC(=O)c1cccc(S(=O)(=O)Nc2ccccc2F)c1)C(=O)NCc1ccc2c(c1)OCO2 (stereo not given)	-11	6	-6	-9	-2	10	0	2	-4
Cc1ccccc1NC(=O)C(C)c1cccc(C(=O)c2ccccc2)c1 (stereo not given)	-11	4	-1	-16[20 µM]	18	6	2	-4	1
O=C(CCn1c(=S)oc2ccccc21)Nc1ccc2c(c1)OCCO2	-7	2	-8	-26	16	13	-1	6	6
Cc1ccc(NC(=O)CCC(=O)NNC(=O)COc2ccccc2)c(C)c1	-10	6	-7	-18	22	6	-1	-1	12
CC1=C(C(=O)OC2CCCCCCC2)C(c2cccc(O)c2)NC(=O)N1 (stereo not given)	-7	1	-3	-1	9	-4	-4	0	-3
N#C/C(=N\Nc1ccc(Cl)cc1)C(=N)N1CCCCC1	-25	3	3	-8[20 µM]	12	19	-3	1	-14
C=CCNc1nc(N)c(C(=C(C#N)C#N)c2ccccc2)s1	-33	6	4	-22[20 µM]	7	14	4	-2	6
COc1ccc(C(=O)Nc2ccc(S(=O)(=O)N3CCOCC3)cc2)cc1OC	-13	3	-6	-20	9	12	-2	2	6
Cc1ccnc(NC(=O)c2cccc(NS(=O)(=O)c3ccccc3C)c2)c1	-10	0	1	-19[20 µM]	2	7	-1	2	3
O=C(NC1CCCC1)C(c1ccccc1)N(C(=O)c1ccno1)c1cccnc1 (stereo not given)	-8	2	5	-8	22	24	3	-1	1
CCOC(=O)c1c(NC(=O)CSc2nnc(C)c(=O)[nH]2)sc2c1CCC2	-19	1	-5	-3	-10	13	-2	7	5
COc1cc(/C=N/NC(=O)c2cncc(Br)c2)cc([N+](=O)[O-])c1O	-11	0	-12	9	10	11	19	-2	-5
COc1cccc(Cn2c(NCc3ccccn3)nc3c2c(=O)n(C)c(=O)n3C)c1	·	1	-7	-22[20 µM]	·	·	1	-1	-5
CCOC(=O)C1(CCOC)CCN(Cc2ccc(C(=O)OC)cc2)CC1	-3	5	-2	-31	·	12	0	2	-1
CCOC(=O)N1CCC(N(CCOC)C(=O)Nc2ccc(C)c(C)c2)CC1	-8	3	-3	-20[20 µM]	2	8	-3	-2	3
CCOC(=O)N1CCC(n2c(=S)[nH]c3cc(OC)c(OC)cc3c2=O)CC1	-9	9	0	-6[20 µM]	-2	7	4	-1	-6
CCn1c(=O)c(C(=O)CN(C)Cc2ccc(F)cc2)c(N)n(Cc2ccccc2)c1=O	-8	3	-1	-16	24	7	-3	0	6

Molecules shown so far that contain an NH in an aromatic ring (4):
mol	p47phox inh	BaF3 parental	RBBP9 inh	Furin inh	PPC-1+TRAIL kill	EP2 antag	Ba/F3 V617F tox	p97 ATPase inh	Tb hexokinase
Nc1ccc2nc3c(=O)[nH]c(=S)[nH]c3nc2c1	-16	1	2	20	15	10	3	39*	32
C=CCSc1n[nH]c(-c2ccc(OC)cc2)n1	-11	5	-4	-8[20 µM]	37	6	2	2	5
CCOC(=O)c1c(NC(=O)CSc2nnc(C)c(=O)[nH]2)sc2c1CCC2	-19	1	-5	-3	-10	13	-2	7	5
CCOC(=O)N1CCC(n2c(=S)[nH]c3cc(OC)c(OC)cc3c2=O)CC1	-9	9	0	-6[20 µM]	-2	7	4	-1	-6

(list continues)
mol	p47phox inh	BaF3 parental	RBBP9 inh	Furin inh	PPC-1+TRAIL kill	EP2 antag	Ba/F3 V617F tox	p97 ATPase inh	Tb hexokinase
COCCNC(=S)N1CCc2cc(OC)c(OC)cc2C1COc1cc(C)cc(C)c1 (stereo not given)	3	10	-4	-6	18	6	3	0	-11
O=C(CSc1nnc(Cc2cccs2)n1Cc1ccco1)Nc1ccc(Br)cc1	-25	4	-5	-12[20 µM]	0	7	3	-4	17
COC(=O)c1c(C)oc2ccc(N(C(=O)c3ccncc3)S(=O)(=O)c3ccc4ccccc4c3)cc12	-30	7	-17	-14	17	4	-4	2	-2
CC(C)(C)c1cc(C(F)(F)F)c(C#N)c(=O)[nH]1	0	2	-2	-19[20 µM]	-1	12	1	1	-23
CC(C)C(C(=O)Nc1sc2c(c1C#N)CCCCC2)N1C(=O)c2ccccc2C1=O (stereo not given)	-6	-1	-7	-19	17	15	0	-7	-10
CC(NC(=O)Cc1ccc(F)cc1)c1ccccc1 (stereo not given)	-19	-1	-9	-29[20 µM]	12	9	-4	1	-3
Cc1ccnc(NC(=O)CCC(=O)N(CC(=O)NC2CCCCC2)Cc2cccs2)c1	-5	3	4	-18	8	12&4	-5	5	-7
CCCCN(C)C(=O)c1cc2cc3cc(OC)ccc3nc2o1	0	11	-8	-24	4	5	5	-5	-9
COCCNC(=O)CN1CCC(NC(=O)c2ccco2)CC1	-14	46*	11	-21	19	11&17	1	2	-2
Cc1cc(N/C(=N/S(=O)(=O)c2cc(F)ccc2F)c2ccccc2)n(-c2ccccc2)n1	-7	-5	-1	-25	14	6	-2	5	-4
CC(=O)N(c1ccc2oc(=O)sc2c1)S(=O)(=O)c1cccs1	0	5	2	-25	11	-1&11	-1	4	-7
COC(=O)c1ccc(-c2ccc(/C=N/N3C(=O)C4C5C=CC(C6CC56)C4C3=O)o2)cc1 (stereo not given)	-70	7	-3	3	55*	12	2	-1	-1
Clc1ccc(C[n+]2cc(-c3ccccc3)n3c2CCC3)cc1Cl	-10	71*	6	-15	13	7	85*	5	9
Cc1nc(NC(=O)c2ccccc2)sc1-c1csc(NCc2ccccc2)n1	-19	8	-9	0[20 µM]	7	9	3	-4	-15
Cc1nc2cc(C(=O)OCC(=O)NC(C)C(C)C)ccc2n1-c1ccccc1 (stereo not given)	-12	3	5	-11	24	12	-3	1	-2
COC(=O)NCC(c1cccnc1)N1CCOCC1 (stereo not given)	-15	3	-2	-22	0	9	-2	3	1
CCCOC(=O)c1ccc(NC(=O)COC)cc1	-2	4	-4	-19[20 µM]	24	13	0	2	0
O=[N+]([O-])c1cccc(-c2n[nH]c(=S)n2-c2ccc(Br)cc2)c1	0	14	-1	-17	-1	9	5	4	-11
COc1ccc(NC(=O)c2ccc(CN3CCN(c4ccccc4)CC3)cc2)cc1	-13	0	-12	-27	30	8	-4	1	-1
CC1(C)CC(=O)C(C2c3ccccc3S(=O)(=O)c3ccccc32)C(=O)C1	3	5	-4	-23	15	14	2	2	-7
O=C(COC(=O)c1cccnc1)Nc1ccc(F)cc1	-4	5	-2	-18	-3	14&8	1	6	17
O=C(COc1ccccc1F)Nc1nnc(-c2ccncc2)s1	-6	8	2	-14[20 µM]	0	7	1	2	-26
O=C(CCc1ccccc1)Nc1ncc([N+](=O)[O-])s1	42*	5	-2	-3	14	2	5	-4	0
O=C(NCc1ccc(Cl)cc1)c1cccnc1	-3	5	-2	-12	11	26	6	-2	-3
COCC(C)N=C1NN=C(c2c[nH]c3ccccc23)CS1 (stereo not given)	-18	2	-6	-14	2	5	-2	8	-83
C/C(=N\NC(=O)CSc1ncccn1)c1ccc2c(c1)OCCO2	-1	0	-6	-27	21	3	-3	7	-5
c1ccc(-c2csc(N3CCc4ccccc4C3)n2)cc1	-18	2	0	-9	1	10	-3	-2	-7
Cc1cc(-c2n[nH]c(=S)n2/N=C/c2ccc(C)o2)n[nH]1	-8	-1	-6	-8	5	6	-1	0	-19
COc1ccccc1C(=O)N1CCNC(=O)C1CC(=O)Nc1cccc(C)c1 (stereo not given)	-9	5	-7	-13[20 µM]	-5	16	-1	2	-2
COc1ccc(-c2c(C(F)(F)F)nn(C)c2NC(C)=O)cc1	3	-1	4	-19	-12	4	0	7	-6
CCN(CC)S(=O)(=O)c1ccc(C(=O)OCC(=O)N2CCN(C(=O)c3ccco3)CC2)cc1	-10	5	4	2	11	8	-2	1	-1
CCOc1ccc(OCC)c(NC(=O)CSc2nc3c(c(=O)n(C)c(=O)n3C)n2C(C)C)c1	-5	5	-1	-17	13	0	0	1	3
[NH-]c1ncnc2c1N=C[N+]2=CC=CCO	1	-4	3	-6	-3	17	2	0	7
COC(=O)c1cc2nc(-c3ccc(OC)cc3)cc(C(F)(F)F)n2n1	-11	3	-2	-36	16	11	1	-1	-1
